Screening data: PubChem, National Center for Advancing Translational Sciences (NCATS)
CHX counter = counter-screen hit for Shiga toxin inhibitors, cycloheximide; cell reporter, cycloheximide protein synthesis inhibition counterscreen; max response, %; AID 2314; actives 12% (n = 300,000); in the data active = max response mostly above about 13%, no sharp cut-off; inactive = mostly below about 14%; also: read at 38.3 µM for the half of the compounds with a filed dose; 0% is about no effect
AmpC no deterg = AmpC beta-lactamase inhibition without detergent. P00811. AmpC nitrocefin hydrolysis, absorbance 480 nm, 0.0001% Triton. Potency, µM (highest dose often 57.1 µM), for the others: at the highest dose activity change, negative = inhibition, usual class: inhibitors. actives 0.52% (n = 330,000). AID 485341;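 also: potency is read from the fitted curve at half-maximal effect; plate controls were no compound for no effect and no enzyme for full effect; nearly all actives have a fitted effect of over 20% in size; some results filed as inactive show a strong effect at the top dose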
Target sequence (P00811 whole entry, looked up): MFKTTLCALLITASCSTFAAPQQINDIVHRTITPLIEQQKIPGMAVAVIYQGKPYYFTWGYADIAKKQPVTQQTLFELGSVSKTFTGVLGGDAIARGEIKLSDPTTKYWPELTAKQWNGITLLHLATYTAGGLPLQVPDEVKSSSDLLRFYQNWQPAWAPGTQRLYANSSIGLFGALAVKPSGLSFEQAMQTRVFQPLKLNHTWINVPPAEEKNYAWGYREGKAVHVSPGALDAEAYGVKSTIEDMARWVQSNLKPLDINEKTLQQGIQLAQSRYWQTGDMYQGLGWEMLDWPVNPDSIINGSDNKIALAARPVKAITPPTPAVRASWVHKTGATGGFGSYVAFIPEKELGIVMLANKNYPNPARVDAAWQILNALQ
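AmpC (5.3 nM in the dispensed reagent) in 20 mM phosphate pH 7.0 with 0.01% (detergent screen) or 0.0001% Triton X-100 was preincubated with compounds for 15 min at room temperature. Nitrocefin was then added from an 800 uM solution, and hydrolysis was followed at 480 nm.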
HCMV inh = blocks human cytomegalovirus replication; HFF cells, HCMV-luciferase reporter, 72 h; hits give low values; activity change, negative = inhibition, % at 57.5 µM; actives 4.5% (n = 410,000); in the data active = activity change below about -60%; inconclusive = no clear call, values can overlap the other calls; inactive = above about -39%; also: % is scaled to controls: 0 for no effect and ±100 for the full control effect
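Luciferase read-out from HCMV-luciferase-infected HFFs (MOI 1 PFU/cell) 72 h post infection at 37C; compounds added after 16 h cell attachment; activity normalized between buffer-only basal and Salinomycin (10uM) inhibitor controls.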
AmpC inh detg = blocks E. coli AmpC beta-lactamase in detergent assay. P00811. actives 0.041% (n = 370,000). Potency, µM (titrated, usually from 114 µM), for inactives: at the highest dose activity change, negative = inhibition, hits mostly inhibitors. AmpC hydrolysis of nitrocefin, absorbance 480 nm, 0.01% Triton;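 also: potency is read from the fitted curve at half-maximal effect; 0% = no-compound wells and -100% = no-enzyme wells; nearly all actives have a fitted effect of over 25% in size; some results filed as inactive show a strong effect at the top dose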
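AmpC (5.3 nM in the dispensed reagent) in 20 mM phosphate pH 7.0 with 0.01% (detergent screen) or 0.0001% Triton X-100 was preincubated with compounds for 15 min at room temperature. Nitrocefin was then added from an 800 uM solution, and hydrolysis was followed at 480 nm.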
Shiga toxin inh = Shiga toxin inhibition; Vero cells, Shiga toxin protein synthesis inhibition reporter; inhibition, % at 38.7 µM; actives 9.2% (n = 290,000); in the data active = inhibition mostly above about 28%, no sharp cut-off; inactive = mostly below about 43%; also: 0% is about no effect
AMA1-RON2 inh = disrupts binding of P. falciparum AMA1 to RON2; AlphaScreen AMA1-biotinylated RON2 peptide binding; Potency, µM (doses to about 58.2 µM), for inactives: at the top dose activity change, negative = inhibition, actives largely listed as inhibitors; actives 0.2% (n = 360,000);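 also: potency is read from the fitted curve at half-maximal effect; 0% = vehicle wells and -100% = peptide control; nearly all actives have a fitted effect of over 45% in size; some results filed as inactive show a strong effect at the top dose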
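AMA1 (3D7) with his tag at 25 nM final met compounds first, then biotinylated RON2 peptide at 25 nM; detection used donor plus acceptor beads, 10 µg/mL apiece, read by AlphaScreen after 30 min at room temperature.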
Giardia FBPA inh = blocks Giardia fructose-bisphosphate aldolase activity; A8B2U2; purified Giardia FBPA; Potency, µM (series often up to 59.6 µM), inactives show at the highest dose activity, negative = inhibition, most hits filed as inhibitors; actives 0.71% (n = 290,000); AID 2451; also: potency is read from the fitted curve at half-maximal effect; % is scaled to controls: 0 for no effect and ±100 for the full control effect; nearly all actives have a fitted effect of over 55% in size
Target sequence (A8B2U2 whole entry, looked up): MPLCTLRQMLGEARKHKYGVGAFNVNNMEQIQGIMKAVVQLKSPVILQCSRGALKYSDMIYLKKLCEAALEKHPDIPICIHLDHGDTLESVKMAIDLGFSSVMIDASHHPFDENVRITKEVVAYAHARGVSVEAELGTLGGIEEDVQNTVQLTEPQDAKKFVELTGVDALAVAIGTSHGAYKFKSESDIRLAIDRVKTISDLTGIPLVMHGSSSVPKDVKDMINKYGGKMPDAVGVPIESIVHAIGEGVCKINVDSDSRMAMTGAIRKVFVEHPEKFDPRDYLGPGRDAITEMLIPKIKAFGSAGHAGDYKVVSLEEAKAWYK
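40 nM FBPA preincubated 10 min at RT with compound (up to 57.5 uM final), then substrate plus GAPDH/TPI/NAD/arsenate coupling and diaphorase/resazurin added. Fluorescence read after 20 min at RT, 525/598 nm.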
Active calls of the source: *; ? = inconclusive; · = no result given; & = joins results of further samples; [ ] = remark or other dose. Unless noted, calls follow the shape of the dose curve; as a rule, active = well fitted curve in the direction sought with a large enough effect; inconclusive = small, poorly fitted or top-dose-only effect, or another doubt; inactive = no such curve, though single readings can be large; an effect the other way counts as inactive or inconclusive.

SMILES,CHX counter,AmpC no deterg,HCMV inh,AmpC inh detg,Shiga toxin inh,AMA1-RON2 inh,Giardia FBPA inh
O=C(CCS(=O)(=O)c1ccccc1)Nc1nc2c(s1)CCCC2,6,-10%,31,-9%,20,-5%,-7%
O=C(Nc1ccc(C(=O)O)cc1)/C(=C\c1ccccc1)NC(=O)c1ccc(Br)cc1,-3,18%,-4,9%,-9,-1%,·
O=S(=O)(NCC1CCCO1)c1ccc2oc3ccc(S(=O)(=O)NCC4CCCO4)cc3c2c1 (stereo not given),-3,-46%,·,?,-3,11%,-1%
NC(=O)c1nsc(C(=O)N(c2ccccc2)C(C(=O)NCC2CCCO2)c2ccc(F)cc2)c1N (stereo not given),-7,39%,?,7%,-15,-2%,9%
O=C(COC(=O)c1ccccc1NS(=O)(=O)c1cc([N+](=O)[O-])ccc1Cl)c1ccccc1,-2,4%,·,1%,-17,·,3%
Cc1cc(NC(=O)c2ccc(C)o2)no1,23,-14%,60,0%,53,3%,·
CC1CCN(C(=O)CSc2nnc(-c3ccc(S(=O)(=O)N4CCOCC4)cc3)n2C)CC1,-3,-10%,·,-5%,-4,0%,2%
Cc1cccc(CCNC(=O)CCc2c(C)nc3ncnn3c2C)c1,7,-10%,25&26,11%&6%,-2,-2%,5%
Cc1ccc(/C=C/C(=O)N2CCc3ccccc32)o1,50*,-33%,157,2%,103*,-23%,-7%
CCOC(=O)N1CCC(NC(=O)C2CCN(S(=O)(=O)c3cccc4cccnc34)CC2)CC1,-6,38%,·,?,10,-6%,?
CCOc1ccc(-n2cc(C(=O)Nc3cccc(Cl)c3)c3cc(OC)c(OC)cc3c2=O)cc1,-3,37%,2,2%,-2,0%,-2%
NS(=O)(=O)c1ccc(CCNC(=O)c2ccccc2-c2ccccc2)cc1,-2,-59%,-4,?,15,20%,5%
CCCCS(=O)CC(CS(=O)CCCC)OC(=O)c1ccc(C)cc1 (stereo not given),-3,25%,-14,?,-4,16%,-1%
CCCOc1ccc(C2C(=O)N(C3CCCCC3)CC(=O)N2CCC)cc1OC (stereo not given),-3,67%[activator],20,2%,-22,-2%,-1%
CCc1ccc(OCC(=O)NC(=S)Nc2ccc(C(=O)O)cc2)cc1,0,-21%,-9,2%,18,11%,17%
CC1=Nc2cccc3cccc(c23)N1C,8,-15%,-36,5%,-80,-1%[11.6 µM],-26%
CCCNC(=O)CCNC(=O)c1ccc(C(C)(C)C)cc1,-3,13%,-10,-8%,-13,-9%,3%
O=C(NC12CC3CC(CC(C3)C1)C2)N1CCN(c2ncccn2)CC1,-2,5%,-34,-1%,13,-5%,6%
O=C(CCCCCN1C(=O)c2cccc3cccc(c23)C1=O)N1CCOCC1,1,89%[activator],16,-16%,-9,-9%,2%
CCC(=O)NC(c1ccco1)c1cc(Br)c2cccnc2c1O (stereo not given),·,-1%,?,?,·,·,·
FC(F)Oc1ccc(NC(=S)N2CCc3ccccc32)cc1,36*,-31%,-21,2%,78*,-3%,-4%
Clc1ccc(SCc2cc(-c3ccc(Cl)cc3)on2)cc1,-2,?,-12,-2%,-21,130%[activator],-1%
c1ccc(CSc2ncn(-c3ccccc3)n2)cc1,46*,-28%,39,?,105*,28%,-5%
COc1cc(C(=O)Nc2ccc(S(=O)(=O)NC(C)(C)C)cc2)cc(OC)c1OC,-2,-14%,62,?,-19,-5%,2%
CCN(CC)CCN1CNC(=S)N(c2ccccc2OC)C1,-2,-15%,-65*,4%,15,8%,-6%
CC1CC(C)CN(S(=O)(=O)c2ccc(NC(=O)CN3C(=O)NC(C)(c4ccccc4)C3=O)cc2)C1 (stereo not given),-3,-7%,-11,1%,-6,2%,3%
COc1ccc(O[C@H]2C=C[C@@H](c3ccccc3)O[C@@H]2CO/N=C(\C)CCN2CCCCc3nc(C)c(C)cc32)cc1,4,125%[activator],40,?,45,·,-2%[12.9 µM]
O=C(COc1nncc2ccccc12)NCC(F)(F)F,-3,-10%,-8,-21%,-9,-5%,5%
CC(C)c1ccc(NC(=S)N2CCCC2)cc1,61*,-17%,66,?,156*,11%,-18%
COc1ccccc1OCc1nc(C#N)c(NCc2ccco2)o1,8,-20%,-15,10%,15,11%,-2%

In the list so far, 3 contain an aryl thioether with sulfur outside any ring:
SMILES,CHX counter,AmpC no deterg,HCMV inh,AmpC inh detg,Shiga toxin inh,AMA1-RON2 inh,Giardia FBPA inh
CC1CCN(C(=O)CSc2nnc(-c3ccc(S(=O)(=O)N4CCOCC4)cc3)n2C)CC1,-3,-10%,·,-5%,-4,0%,2%
Clc1ccc(SCc2cc(-c3ccc(Cl)cc3)on2)cc1,-2,?,-12,-2%,-21,130%[activator],-1%
c1ccc(CSc2ncn(-c3ccccc3)n2)cc1,46*,-28%,39,?,105*,28%,-5%

The listing continues.
SMILES,CHX counter,AmpC no deterg,HCMV inh,AmpC inh detg,Shiga toxin inh,AMA1-RON2 inh,Giardia FBPA inh
COC(=O)c1cccnc1SCc1ccccc1,-3,-16%,-11,-13%,-5,21%,-4%
CCOC(=O)CN(C(=O)COc1nc(C)cc(C)c1C#N)c1ccc(F)cc1,6,61%[activator],-34,5%,8,0%,0%
CCN1CCN(C(=O)CN(C)S(=O)(=O)c2ccc(OC)c(C)c2)CC1,-12,-1%,4,0%,-24,8%,6%
CN(CCC#N)C(=S)Nc1ccc(F)cc1,2,-6%,-3,1%,-7,9%,-1%
Cc1cc(OCC(=O)N[C@@H](Cc2ccccc2)C(=O)O)c2c3c(c(=O)oc2c1)CCC3,-2,-36%,-40,?,-5,-7%,15%
C=CCn1c(=S)[nH]c2sc3c(c2c1=O)CCC3,-1,-31%,-12,-8%,18,23%,4%
CCn1c(NCc2cc(Cl)ccc2O)nc2ccccc21,6,-56%,0,-2%,2,9%,-13%
CCC(C)(C)NC(=O)C(c1ccc(O)cc1)N(Cc1ccco1)C(=O)CCC(=O)Nc1ccccn1 (stereo not given),14,-22%,-14,-13%,-12,20%,14%
O=C(NCc1cccnc1)c1cccnc1-c1nc2ccccc2s1,1,-19%,-23,0%,-10,0%,-27%
CSc1ccc(S(=O)(=O)NCC(=O)OCC(=O)NCCc2ccccc2)cc1[N+](=O)[O-],·,?,-8,?,·,-10%,·
COC(=O)c1ccc(N/C=C/C(=O)c2ccccc2)cc1,43*,-20%,68,0%,48*,-7%,-3%
COc1ccc(N2CCN(C(=O)COC(=O)c3cccc(S(=O)(=O)Nc4ccccc4OC)c3)CC2)cc1,·,38%,1,3%,·,-28%,·
Cn1c(C(=O)N[C@@H](Cc2ccccc2)C(=O)NCCC(=O)O)cc2cc(Cl)ccc21,-3,-7%,60,0%,-17,0%,6%
O=C(CCCNc1ccccc1)N/N=C/c1cccs1,-4,-10%,-10,-11%,-3,-15%,5%
CCOc1ccc(NC(=O)CCC(=O)N/N=C2\CCCc3ccccc32)cc1,13,0%,6,-15%,-4,-5%,·
CCC(=O)c1ccc(-c2ccccc2)cc1,29*,-23%,27,-7%,34,35%[activator],-3%
O=C(Nc1ccc(Cl)cc1)OCCn1nnnc1C(c1ccccc1Cl)N1CCOCC1 (stereo not given),9,66%[activator],-17,-13%,28,-3%,-10%
O=C(Nc1ccccc1)c1ccccc1NS(=O)(=O)c1ccc(Cl)s1,8,-16%,-64*,-3%,-2,14%,?
C=CCn1c(SCc2c(F)cccc2Cl)nnc1-c1ccco1,-14,-4%,-12,-14%,-37,-6%,-16%
CC1(C)CC(=O)C2=C(C1)N(c1ccc(Cl)cc1)C(=O)C2(O)C(F)(F)F (stereo not given),-3,-26%,-15,-7%,1,-16%,14%
COc1cc(C(=O)NCCC(=O)N2CCCCC2)cc(OC)c1OC,1,-2%,4,3%,12,-3%,2%
CCOc1cc(/C=C2/C(=O)NC(=O)N(c3ccc(CC)cc3)C2=O)ccc1OC(=O)c1cccs1,-6,-41%,·,-3%,-4,-9%,-4%
CCCCOC(=O)C1CN(c2ccccc2)N=C1C(C)=O (stereo not given),5,10%,-34,-6%,-24,118%[activator],0%
COc1ccc(NC(=S)NC(=O)C2CCCCC2)cc1,-3,113%[activator],16,-9%,-5,-4%,·
CCOC(=O)c1ccccc1NC(=O)COC(=O)CCCOc1ccccc1,·,-8%,-11,-4%,·,29%,·
CC(C)N(C)CCOC(=O)/C=C/c1ccccc1,6,-17%,2,?,19,-18%,-3%
Cc1noc(C)c1COc1ccc(C(=O)OCC(=O)NC2CCCCC2C)cc1 (stereo not given),-6,8%,-20,0%,-9,0%,5%
COc1ccc(/C=C(/NC(=O)c2ccc(OC)c(OC)c2)C(=O)NCCc2c[nH]c3ccccc23)cc1,5,86%[activator],16,-1%,-10,-11%,0%
COc1cccc(C(=O)N2CCC(CCC(=O)Nc3cccc(C)c3)CC2)c1,8,84%[activator],20,8%,4,-10%,-3%
COc1cc2c(cc1NC(=O)c1ccc(C)c([N+](=O)[O-])c1)oc1ccccc12,-1,-3%,87,1%,27,-1%[11.6 µM],5%
NC(=O)c1cc2ccccc2o/c1=N\NC(=O)c1ccncc1,3,-16%,-39,2%,1,84%[activator],-10%
Cc1occc1-c1nnc(SCC(=O)Nc2nccs2)n1Cc1ccco1,1,-26%,-32,-6%,-6,6%,-3%
COC(=O)CSc1cc(SCC(=O)OC)c(C#N)c(SCC(=O)OC)c1,-5,21%,22,-13%,-11,12%,-14%
COc1ccc(CCNC(=O)Cn2nnc(-c3ccc(OC)c(OC)c3)n2)cc1OC,-2,-7%,60,-5%,-27,-1%,-3%
CC1=C(/C=N/Nc2ccc([N+](=O)[O-])cc2[N+](=O)[O-])C(C)(C)CCC1,-3,-29%,8,-18%,-14,-25%,-3%
COc1cc(C(=O)OCC(=O)NCc2ccco2)cc(OC)c1OC,-1,-9%,118,-15%,-4,-9%,2%
Oc1ccc(Nc2nc(-c3ccc(O)cc3)cs2)cc1,54*,?,12,6%,80*,1%,18%
CCOc1ncccc1C(=O)OCC(=O)Nc1ccc(C(N)=O)cc1,7,-15%,-28,5%,3,-13%,6%
C=CCn1c(SC(C)C(=O)NCc2ccc3c(c2)OCO3)nc2scc(-c3ccccc3)c2c1=O (stereo not given),-1,-23%,-20,3%,-18,-3%,-3%
O=c1[nH]c(C2CCCN(S(=O)(=O)c3cccc(Cl)c3)C2)nc2c1nnn2Cc1ccc2c(c1)OCCO2 (stereo not given),-3,-11%,-9,1%,2,-13%,·
COc1ccccc1C(=O)Nc1ccc(S(=O)(=O)N2CCCC2)cc1,-2,-2%,-9,-13%,10,4%,-1%

Random draw from the library; about 16% have a hit in one of these screens.
